Assay outcomes deposited in PubChem by Sanford-Burnham Center for Chemical Genomics.
A3A deaminase: blocks human APOBEC3A ssDNA deamination; P31941; recombinant A3A, FAM/TAMRA ssDNA deamination fluorescence; inhibition, % at 20 µM; 330,000 tested, 0.41% active;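 active = at least 40% inhibition at 20 µM here, with at most 30% in a related deaminase screen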;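 note: plate controls were A3A with DMSO for no effect and wells lacking A3A enzyme for full effect; some results filed as inactive read as strong as hits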
Target sequence (P31941 whole entry, looked up): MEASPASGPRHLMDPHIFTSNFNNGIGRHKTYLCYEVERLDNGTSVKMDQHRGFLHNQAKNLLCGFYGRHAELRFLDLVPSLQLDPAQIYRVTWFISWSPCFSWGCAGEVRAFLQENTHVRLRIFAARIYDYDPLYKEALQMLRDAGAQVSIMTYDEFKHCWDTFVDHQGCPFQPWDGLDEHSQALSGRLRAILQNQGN
hIAP block: human IAP inhibition. P09923. purified IAP, CDP-Star luminescence, 30 min. inhibition, % at 10 µM. 330,000 tested, 0.12% active. AID 2544;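 active = inhibition reaching a set limit with compound at 10 µM in the primary screen, cut at about 35% in these data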;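 note: plate controls were DMSO wells with enzyme for no effect and no-enzyme buffer wells for full effect; values of inactives mirror those of a sister screen read the other way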
mIAP act: increases mouse intestinal alkaline phosphatase activity | muIAP, CDP-Star luminescence, 30 min; active compounds read high; 1 = vehicle-only enzyme signal, 0 = enzyme-free wells | activation factor at 10 µM | 330,000 tested, 0.24% active | AID 2805;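 active = activation factor of at least 2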; note: the source names both 10 and 20 µM as test concentration; values of inactives mirror those of a sister screen read the other way
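System: Mouse IAP enzyme | Also added: CDP-Star substrate | Dosing: Compounds dispensed in DMSO | Schedule: 30 min enzyme-substrate-compound incubation at room temperature | Technique: Chemiluminescence readout | Control set: DMSO-only wells and no-enzyme negative control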
MPTP inh: blocks calcium-induced mitochondrial swelling | 360,000 tested, 1.4% active | inhibition, % at 10 µM | isolated mouse mitochondria, Ca2+ swelling absorbance, 30 min;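 active = inhibition of 50% or more, scaled per plate between neutral and stimulator controls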;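 note: 0% = DMSO wells given calcium and 100% = 1 mM EGTA wells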
APOBEC3G inh: blocks human APOBEC3G single-stranded DNA deamination; Q9HC16; recombinant A3G, ssDNA deamination FAM/TAMRA fluorescence; inhibition, % at 20 µM; 330,000 tested, 0.28% active;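 active = inhibition of at least 40% at 20 µM, with no more than 30% in the related APOBEC3A deaminase screen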;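 note: plate controls were DMSO wells with A3G for no effect and wells lacking A3G enzyme for full effect; some compounds called inactive have numbers as strong as hits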
Target sequence (Q9HC16 whole entry, looked up): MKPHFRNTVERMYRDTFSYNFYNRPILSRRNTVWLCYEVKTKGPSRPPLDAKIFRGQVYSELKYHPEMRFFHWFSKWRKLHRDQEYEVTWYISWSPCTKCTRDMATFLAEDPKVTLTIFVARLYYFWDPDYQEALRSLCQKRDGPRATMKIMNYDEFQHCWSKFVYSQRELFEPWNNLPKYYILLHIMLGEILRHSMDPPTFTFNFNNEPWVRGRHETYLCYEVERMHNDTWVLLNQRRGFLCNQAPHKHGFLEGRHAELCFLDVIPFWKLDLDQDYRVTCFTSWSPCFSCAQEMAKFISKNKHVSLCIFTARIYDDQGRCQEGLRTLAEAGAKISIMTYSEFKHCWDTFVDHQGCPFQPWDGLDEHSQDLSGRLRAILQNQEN
MIN6 prolif: MIN6 beta-cell proliferation induction | proliferation, % at 10 µM | MIN6 cells proliferation, ATPlite luminescence, 48 h; cells starved in 0.2% serum; 100% = growth in 10% serum | 330,000 tested, 0.29% active | AID 2380;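 active = compounds whose signal lies at least 3.5 SD above the mean of all wells on their plate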;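 note: 0% = DMSO-treated cells in low-serum medium and 100% = 10% serum control; some compounds called inactive have numbers as strong as hits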
hIAP act: increases human intestinal alkaline phosphatase activity; P09923; purified human IAP, CDP-Star luminescence, 30 min; active compounds read high; 1 = vehicle-only enzyme, 0 = enzyme-free background; activation factor at 10 µM; 330,000 tested, 0.16% active;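 active = activation factor of the enzyme at least 2-fold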; note: the source names both 10 and 20 µM as test concentration; values of inactives mirror those of a sister screen read the other way
mIAP inh: mouse IAP inhibition; inhibition, % at 10 µM; purified mouse IAP, CDP-Star luminescence, 30 min; 330,000 tested, 0.2% active;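 active = inhibition of at least 40% at 10 µM in the primary screen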;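 note: plate controls were DMSO with enzyme for no effect and no enzyme wells for full effect; values of inactives mirror those of a sister screen read the other way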
GRIN3A LBD mod: modulates the human NR3A ligand-binding domain | NR3A LBD differential scanning fluorimetry, Tm shift; 0% = protein alone, 100% = glycine-bound protein | Tm shift relative to glycine control, % at 25 µM | 340,000 tested, 2.5% active | AID 1259313;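 active = melting temperature shift of at least 10% of the positive control shift, at one fixed dose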
* = called active by the depositor; . = not tested or not shown.

Compound	A3A deaminase	hIAP block	mIAP act	MPTP inh	APOBEC3G inh	MIN6 prolif	hIAP act	mIAP inh	GRIN3A LBD mod
O=c1[nH]c2ccccc2cc1CN(Cc1ccco1)S(=O)(=O)c1ccc(F)cc1	-6	8	0.95	0.1	3	-2	0.92	5	-3
O=C(Nc1ccc2oc(-c3ccncc3)nc2c1)c1ccc2c(c1)OCCO2	-4	-10	1.1	0.2	-3	-1	1.1	-12	0
Cc1ccnc(NC(=O)CNC(=O)C23CC4CC(CC(C4)C2)C3)c1	1	-15	1	-0.1	-3	2	1.1	-1	-2
Cc1ccc(OCC(=O)Nc2ccccc2[N+](=O)[O-])c(Br)c1	-1	-9	0.99	-0.7	-8	-1	1.1	1	-6
CCN(Cc1ccccc1)C(=O)Cn1c(C(C)O)nc2ccccc21 (stereo unspecified)	0	-12	1	-0.5	-3	0	1.1	-2	0
CCC(C)NC(=O)/C=C/c1ccc(S(=O)(=O)NCc2ccco2)cc1 (stereo unspecified)	0	-4	1	0.9	-9	-3	1	-4	1
O=C(COC(=O)c1ccccc1O)NCCC1=CCCCC1	3	-2	0.95	-1.1	-3	-2	1	5	-1
Cc1nn(CCc2nn[nH]n2)c2nc(-c3ccccc3)cc(C(F)(F)F)c12	1	5	1	6.0	-5	-3	0.95	-2	-1
CN(/N=C/c1ccc(Br)o1)C1=NS(=O)(=O)c2ccccc21	-3	11	0.93	-1.0	-4	-2	0.89	7	16*
O=C(Nc1ccc(C(=O)N2CCOCC2)cc1)Nc1cccc2ccccc12	-3	-31	1.4	-0.7	-7	-2	1.3	-37	-3
COc1cc(CCC(=O)NCCc2ccc(F)cc2)cc(OC)c1OC	3	-4	1	0.1	-8	1	1	-2	-1
CCOc1ccc(/C=C2/SC(=S)N(CCC(=O)Nc3ccc(C(=O)O)cc3)C2=O)cc1	-2	-7	0.89	4.5	-5	-5	1.1	11	4
CCCc1cc(=O)[nH]c(SCc2ccc(F)cc2)n1	4	9	0.92	2.0	-3	-1	0.91	8	1
Cc1cc(NC(=O)c2ccc(Cl)cc2)c(C(C)C)cc1O	1	6	1	3.2	0	-1	0.94	0	2
O=C(CSc1nnc(C2CC2)n1-c1ccccc1)N1CCCC1	5	-10	1.2	0.3	-7	-3	1.1	-20	0
COc1ccc(C(=O)N2CC3(C)CC2CC(C)(C)C3)cc1OC (stereo unspecified)	-5	-3	1.1	-2.1	-10	-4	1	-9	1
CCCN1Cc2cccc(C(=O)NCc3cccs3)c2C1=O	3	-3	0.97	-0.5	0	3	1	3	-3
COc1cc(/C=C2\SC(=S)N(CC(=O)O)C2=O)ccc1OC(=O)c1ccco1	1	32	0.97	8.0	1	-1	0.68	2	-1
O=C(CCCCCN1C(=O)c2ccccc2C1=O)Nc1ccc(C(=O)O)cc1	-6	-4	1.1	-0.7	7	-5	1	-6	1
COc1ccc(C)cc1NC(=O)CSc1nnnn1C1CCCC1	0	7	1.1	1.9	-8	-1	0.93	-11	0
CN(C)S(=O)(=O)c1cccc(COC(=O)c2cnccn2)c1	22	-11	1	-0.3	-1	-1	1.1	0	-2
CCC(=O)Nc1ccc(C(=O)N/N=C/c2ccccc2[N+](=O)[O-])cc1	2	-11	1	7.3	-3	-1	1.1	-1	-10
CC(C)NC(=O)N(C)C[C@H]1Oc2c(NS(=O)(=O)c3ccc(F)cc3)cccc2C(=O)N([C@H](C)CO)C[C@@H]1C	-3	-9	0.85	-1.2	-7	2	1.1	15	-2
COc1ccc(-c2csc(N(Cc3ccco3)C(=O)c3cccs3)n2)cc1	0	10	0.85	3.6	-4	-6	0.9	15	2
CC1(C)CC(NC(=S)Nc2ccc([N+](=O)[O-])cc2)CC(C)(C)N1	5	-4	0.87	0.0	-1	-1	1	13	1
O=C(Cn1c(=O)n(Cc2ccco2)c(=O)c2c3c(sc21)CCCCC3)c1ccccc1	57	7	0.79	-2.0	31	-6	0.93	21	0
COc1ccc(S(=O)(=O)N2CCCCC2)cc1-n1cnnn1	1	-6	0.96	-1.3	-1	-4	1.1	4	-1
O=C(CCS(=O)(=O)c1cc2c(cc1Cl)NC(=O)CO2)NCc1ccc(F)cc1	4	-2	0.83	-0.8	1	0	1	17	-2
CCOC(=O)C1CCN(C(=O)c2cc3c(ccc4ccccc43)o2)CC1	-3	-10	0.96	0.0	-2	1	1.1	4	-4
Cc1nnc(NC(=O)C2CCCN2C(=O)Nc2ccccc2)s1 (stereo unspecified)	-5	11	1	-0.2	-14	-2	0.89	-1	2
CC1C(=O)C(C)C(c2ccc(O)cc2)NC1c1ccc(O)cc1 (stereo unspecified)	-4	5	1	1.0	-6	1	0.95	0	1
CN(C)CCCN(C(=O)COc1ccc(Cl)cc1)c1nc2c(F)cccc2s1	1	3	0.96	-0.4	-7	-1	0.97	4	0
COc1ccc(NC(=O)COc2ccc(N(C)S(=O)(=O)c3ccc(C)cc3)cc2)cc1	-6	4	1.2	2.6	-2	-1	0.96	-23	-7
CCN(CC)CC(=O)NC1CC(C)(C)Cc2c1cnn2-c1ccc(F)cc1 (stereo unspecified)	-1	0	1.1	0.4	-4	-2	1	-10	-2
COc1ccc(C(CC(=O)NCC(OC)OC)NS(=O)(=O)c2ccc(Cl)cc2)cc1 (stereo unspecified)	-8	-28	1.1	1.2	-8	-2	1.3	-14	0
CCSc1nnc(NC(=O)c2ccc3nc[nH]c3c2)s1	-1	-10	0.9	-1.1	3	-3	1.1	10	-10
COc1ccccc1NC(=O)COC(=O)C1CC2C=CC1C2 (stereo unspecified)	-1	-2	0.95	1.2	-4	-3	1	4	1
CCN(Cc1ccccc1)C(=O)c1ccc(CS(=O)c2ccccc2C)o1 (stereo unspecified)	-1	3	0.92	-0.3	-4	-3	0.97	8	-1
CCOC(=O)CSC1=C(C#N)C(c2ccc3c(c2)OCO3)CC(=O)N1 (stereo unspecified)	-2	-6	1	-0.2	-5	2	1.1	-2	-1
Cc1ccc2nc(/C(C#N)=C\c3cc(C)n(-c4cccc([N+](=O)[O-])c4)c3C)[nH]c2c1	-3	11	0.84	-0.9	-8	-4	0.89	16	0
COc1ccc2c(c1)C(=NNC(=O)c1ccccn1)c1cc(OC)ccc1-2	0	-2	0.83	12	-5	1	1	16	0
O=C(NC1CCN(C(=O)Nc2cccc(F)c2)CC1)c1ccco1	-2	-19	1.1	1.4	-6	2	1.2	-6	-2
O=C(CCCCCn1nnc2ccccc2c1=O)N[C@H](C(=O)O)c1ccccc1	2	0	1	0.3	-3	1	1	-4	-1
COCCN1CN=C(Nc2nc3ccccc3s2)NC1	-4	-14	1	-6.6	-8	2	1.1	0	-2
Cc1ccc(NC(=O)CCC(=O)Nc2nnc(C3CCCCC3)s2)cc1	4	27	1	-1.1	11	0	0.73	-4	-3
COc1cccc(-c2nc3ccccc3c(=O)n2NC(=O)c2cccnc2Cl)c1	0	-15	0.99	1.4	-4	-2	1.1	1	1
COc1ccccc1C1N(c2ccc(F)cc2)C(=O)C2CCCN21 (stereo unspecified)	6	-2	0.95	1.0	1	-2	1	5	0
CC1=C(C(N)=O)C(c2cccc(O)c2)n2nc(CCCO)nc2N1 (stereo unspecified)	-1	6	1	-0.6	-2	-5	0.94	0	-2
CC(C)Cc1nc2oc3c(NCCCN4CCOCC4)ncnc3c2c2c1CCC2	1	-10	0.99	-0.3	-2	-3	1.1	1	-1
CCn1c(SCC(=O)c2ccccc2)nnc1-c1ccoc1C	4	14	1.1	0.5	0	0	0.86	-10	0
O=C(C1CCCCN1S(=O)(=O)c1ccccc1)N1CCN(Cc2ccccc2)CC1 (stereo unspecified)	1	7	1.1	0.3	-2	0	0.93	-5	-24
CCn1cc(C2=NC(c3ccccc3)CO2)c2ccccc21 (stereo unspecified)	0	3	1	0.8	-3	4	0.97	-3	5
O=C(NCCCSc1ccccc1)c1cccnc1	-6	-8	0.98	-0.7	-9	0	1.1	2	0
COc1ccc(CN(C)CC(O)COc2ccc(-c3ccccc3)cc2)cc1OC (stereo unspecified)	2	-27	1	0.8	1	-4	1.3	-1	-2
Cc1ccc(CCNC(=O)C2CCN(S(=O)(=O)N3CCCC3)CC2)cc1	-1	9	1	0.3	6	-1	0.91	-3	-1
Cc1ccc(C)c(N2CCN(C(=O)CCc3nc(-c4cccc(C(F)(F)F)c4)no3)CC2)c1	2	.	0.89	0.7	2	.	.	11	-4

The list goes on:
Compound	A3A deaminase	hIAP block	mIAP act	MPTP inh	APOBEC3G inh	MIN6 prolif	hIAP act	mIAP inh	GRIN3A LBD mod
Cc1ccc(CSCCNC(=O)CSc2ccccc2)cc1	-6	12	1.1	-0.2	-2	2	0.88	-6	8
Cc1nn(CC(=O)Nc2c(C)n(C)n(-c3ccccc3)c2=O)c(C)c1[N+](=O)[O-]	-1	1	0.94	-0.6	-12	1	0.99	6	2
CCOc1ccc2nc(NC3=NC(c4ccc(OC)cc4)CC(=O)N3)nc(C)c2c1 (stereo unspecified)	-2	-26	1	2.3	2	-4	1.3	-5	0
Cc1cccc(N2CCN(S(=O)(=O)c3c(C)[nH]c(C)c3C(=O)N3CCCCC3)CC2)c1C	2	-26	1.1	0.0	6	2	1.3	-10	-1
CC(C)CN(C(=O)c1ccc(-n2cncn2)c([N+](=O)[O-])c1)C1CCS(=O)(=O)C1 (stereo unspecified)	19	18	0.99	-1.4	1	3	0.82	1	0
Cc1ccc(-c2nn3cnnc3c3ccccc23)cc1	4	-13	0.98	2.1	-3	2	1.1	2	-22
Cc1ccc(C(=O)OCC(=O)N(CC(C)C)c2c(N)n(Cc3ccccc3)c(=O)[nH]c2=O)cc1[N+](=O)[O-]	9	5	0.97	0.7	-6	0	0.95	3	0
S=C(Nc1ccccc1)N1CCN(C2CCCCC2)CC1	-2	4	1.1	-0.4	-3	0	0.96	-9	1
O=C(Nc1ccc(N2CCN(C(=O)c3cccs3)CC2)cc1)c1ccc(F)cc1	-2	7	0.99	0.3	-7	-1	0.93	1	-13
COCCN(C(=O)c1ccc(NC2CC2)c([N+](=O)[O-])c1)c1c(N)n(CC(C)C)c(=O)[nH]c1=O	-2	1	1.1	1.0	-6	0	0.99	-11	0
CCCCNC(=O)C1CCN(S(=O)(=O)N2CCOCC2)CC1	0	4	1	0.1	-9	0	0.96	0	2
CN(C(=O)c1nn(C)c2c1CSc1ccccc1-2)c1ccccc1Cl	-1	-20	0.98	-1.0	1	0	1.2	2	-2
O=C(c1cc2ccccn2n1)N1CCN(c2cccc(C(F)(F)F)c2)CC1	-1	-11	1	1.2	-3	-4	1.1	0	0
Cc1cc(Nc2cccc(C)c2C)n2ncnc2n1	0	-6	1.1	-4.1	-1	-1	1.1	-15	1
CCOc1ccc(NC(=O)CN2CCN(CC(=O)Nc3ccc(C(=O)OC)cc3)CC2)cc1	-4	18	1.1	0.0	-4	-1	0.82	-6	1
O=C(Cn1nc(C(=O)O)c2ccccc2c1=O)Nc1nc(-c2ccccc2)cs1	2	-12	0.98	1.3	-3	-2	1.1	2	0

Random draw from the library (roughly 5% active in at least one column).
